Assay outcomes: PubChem, several laboratories
HTR1E antagonist: antagonists of human 5-HT1E serotonin receptor; inhibition, % at 6 µM; actives 0.99% (n = 65,000); P28566; CHO 5-HT1E Ga15 NFAT-bla reporter, FRET, antagonist;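 active means inhibition above a set limit, the mean inhibition across every tested compound plus 3 SD, cut at about 29% in these data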;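 further: signal is the 460 over 535 nm emission ratio of beta-lactamase substrate; 0% = agonist plus DMSO wells and 100% = wells without agonist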
Target sequence (P28566 whole entry, looked up): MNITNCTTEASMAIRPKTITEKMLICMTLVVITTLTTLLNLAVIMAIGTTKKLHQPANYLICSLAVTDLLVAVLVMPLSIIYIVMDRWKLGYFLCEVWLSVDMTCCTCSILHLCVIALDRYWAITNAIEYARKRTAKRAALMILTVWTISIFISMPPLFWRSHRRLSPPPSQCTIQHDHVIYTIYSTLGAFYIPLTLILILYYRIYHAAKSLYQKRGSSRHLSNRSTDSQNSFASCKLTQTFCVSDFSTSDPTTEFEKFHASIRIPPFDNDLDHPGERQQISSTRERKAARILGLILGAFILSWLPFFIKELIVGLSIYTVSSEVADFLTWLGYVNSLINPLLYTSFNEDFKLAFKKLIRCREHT
Jurkat tox 60K: cytotoxic compounds reducing Jurkat cell viability; actives 1.2% (n = 56,000); inhibition, % at 4 µM; Jurkat E6.1 viability, ATP luminescence, 48 h;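 active means inhibition above the mean inhibition of all tested compounds plus 3 SD, cut at about 28% in these data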
S1P3 ag: S1P3 (human) receptor agonism | Q99500 | S1P3 NFAT-BLA reporter cells, FRET ratio; relative to 1 µM S1P, basal subtracted | activation, % at 4.5 µM | actives 0.1% (n = 60,000) | AID 373;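 active means activation above the screen-wide mean plus 3 SD, cut at about 4.5% in these data, passing the limit was not always enough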; further: some compounds called inactive have numbers as strong as hits
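material = human S1P3 NFAT-BLA reporter CHO cells | schedule = 4 h compound at 37 °C, 2 h substrate at RT | measured by = fluorescent BLA substrate, ex 405 nm, em 460/535 nm ratio | controls = 1 µM S1P reference | replication = primary once, confirmation triplicate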
HEK293 NFkB inh: inhibitors of the PMA/ionomycin-induced NF-kB reporter in HEK293 cells; inhibition, % at 3 µM; actives 0.21% (n = 62,000); AID 465; HEK-293 NF-kB luciferase reporter, luminescence;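 active means inhibition above the mean of all tested compounds plus 3 SD, cut at about 40% in these data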;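 further: 0% = stimulated DMSO wells and 100% = 10 µM reference inhibitor 5653914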
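Reagent: PMA plus ionomycin mix as NF-kB-activating stimulus. Assay system: NF-kB luciferase reporter HEK-293 cells. Technique: luminescence from luciferase substrate reagent. Incubation: 1 h compound pre-incubation, 16 h PMA/ionomycin at 37 °C. Benchmarks: DMSO only as uninhibited control, 10 µM reference inhibitor as full inhibition. Repeats: tested once.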
5HT1E ag: activates the human 5-HT1E serotonin receptor | CHO 5-HT1E Ga15 NFAT-bla reporter, FRET; 0% DMSO wells, 100% control agonist wells | P28566 | actives 0.69% (n = 65,000) | activation, % at 6 µM;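 active means activation above a set limit, the screen-wide mean activation plus 3 SD, cut at about 8.5% in these data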;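 further: 100% = positive control agonist at 1 µM giving full maximal response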
D1 allo mod: allosteric modulators of human D1 dopamine receptor; HEK293 D1, CRE-luciferase, dopamine EC30 potentiation; actives deviate in either direction; B-score at 10 µM; actives 5.9% (n = 58,000); AID 641;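 active means luminescence count or its row- and column-corrected plate score outside the 99.7% band of the plate's sample wells, on either side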
S1P1 ag pot: agonists and agonism potentiators of human S1P1 receptor; P21453; AID 449; actives 0.57% (n = 56,000); activation, % at 9.5 µM; S1P1 CRE-bla cells, forskolin, beta-lactamase FRET, potentiator mode; S1P1 agonist co-added at EC20, 2 nM; 100% = saturating reference agonist, 0% = basal;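 active means activation above a cutoff set at the mean activation of all tested compounds plus 3 SD, cut at about 54% in these data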;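 further: forskolin at 4 µM as EC80 and the EC20 agonist is SEW2871; 100% = SEW2871 at its EC100 plus forskolin at EC80; some compounds past the cut are filed as inactive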
HTR1A agonist: 5-HT1a (human) receptor agonism; P08908; actives 0.56% (n = 65,000); activation, % at 10 µM; CHO 5-HT1a Ga15 NFAT-bla reporter, FRET ratio; 0% basal, 100% maximal reference agonist;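 active means activation above the screen-wide mean activation plus 3 SD, cut at about 19% in these data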;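 further: 0% = DMSO wells and 100% = 5-CT at EC100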
Target sequence (P08908 whole entry, looked up): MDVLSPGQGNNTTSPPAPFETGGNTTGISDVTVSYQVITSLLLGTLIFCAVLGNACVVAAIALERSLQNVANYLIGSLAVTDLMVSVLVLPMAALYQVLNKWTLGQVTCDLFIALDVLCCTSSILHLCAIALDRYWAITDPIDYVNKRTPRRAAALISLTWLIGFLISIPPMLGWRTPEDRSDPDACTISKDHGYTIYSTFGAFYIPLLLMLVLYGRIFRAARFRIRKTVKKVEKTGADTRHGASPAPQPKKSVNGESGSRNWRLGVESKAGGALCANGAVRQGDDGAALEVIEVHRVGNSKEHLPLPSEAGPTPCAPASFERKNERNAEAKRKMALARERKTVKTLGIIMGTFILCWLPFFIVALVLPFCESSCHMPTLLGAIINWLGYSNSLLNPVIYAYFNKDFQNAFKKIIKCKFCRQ
5-HT1A blocker: 5-HT1a (human) receptor antagonism; actives 0.68% (n = 62,000); CHO 5-HT1a Ga15 NFAT-bla reporter, antagonist mode; P08908; inhibition, % at 10 µM;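 active means inhibition above the mean of all tested compounds plus 3 SD, cut at about 43% in these data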;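 further: receptor stimulated by 5-CT agonist at 100 nM near EC80; beta-lactamase reporter measured by ratiometric fluorescence of a cleavable substrate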
Numbers without * were called inactive; nt = no result given. An excerpt. The share of hits here may be higher or lower than overall.

SMILES	HTR1E antagonist	Jurkat tox 60K	S1P3 ag	HEK293 NFkB inh	5HT1E ag	D1 allo mod	S1P1 ag pot	HTR1A agonist	5-HT1A blocker
[O-][n+]1onc2c1CCC1N(O)CCC21O (stereo not given)	-5	0	0.0	2	0.5	0.63	nt	0.1	-6
C=COCCn1c(C)c(C(=O)OCC)c2cc(O)ccc21	27	6	-1.6	17	-0.4	-0.015	18	-2.0	5
CSC1=NP(=S)(SC)N2CCCC2=C1C#N (stereo not given)	-1	-4	0.4	18	0.0	0.26	-13	0.3	-6
COc1cc(CN2C(=O)NC(=O)C3(Cc4cc(C)ccc4N(C)C3)C2=O)cc(OC)c1 (stereo not given)	-5	6	-0.5	27	-0.2	0.36	5	1.2	-8
Cc1ccc(CN2CCN(CC(=O)N3CCC4(CC3)OCCO4)C2=O)cc1	2	nt	nt	8	-0.5	-0.79	nt	-1.7	3
CC1(C)Cc2c(sc3c2C(=O)NC(c2cccnc2)N3)CO1 (stereo not given)	-11	nt	nt	6	1.3	-0.54	nt	0.9	-18
O=C(COc1ccccc1)N1CCN(C2CCCC2)CC1	-5	-2	-0.8	4	0.4	-0.42	-3	-0.7	-1
CC(CCc1ccccc1)NC(C)C(O)c1ccc(O)cc1 (stereo not given)	0	nt	-1.3	nt	-0.2	-1.8	0	-1.2	nt
CCOCCCNC(=O)CN1C2CCC1CC(O)(c1ccc(OC)cc1)C2 (stereo not given)	2	0	-0.9	-7	-0.8	-0.58	2	-0.9	3
CCCCCCC(N)CC(=O)O (stereo not given)	-4	-12	-1.5	19	-0.3	-0.03	-20	-6.4	1
CC(=NCCO)c1c(O)n(C2CCCCC2)c(=O)[nH]c1=O	-8	-7	0.2	0	0.3	0.93	-18	-0.2	-9
C[C@H]1OC[C@@H](C[N+](C)(C)C)O1	8	nt	-3.5	nt	0.2	5.7*	-12	-0.1	nt
CC(=O)c1ccccc1NC(=O)C1C2CCC(O2)C1C(=O)O (stereo not given)	8	-2	0.4	12	-0.9	0.5	8	-3.4	0
CC12CC(c3ccccc3O1)C(C(=O)OCc1ccccc1)C(=O)N2 (stereo not given)	-7	nt	nt	12	0.8	-0.64	nt	-0.9	-1
Cc1ccc(CS(=O)(=O)CCC(=O)N2CCC3(CC2)OCCO3)cc1	5	5	-0.7	10	-1.1	-0.81	8	-1.9	8
CCn1nc(-c2cccs2)nc2c(=O)n(C)c(=O)nc1-2	96*	36*	-2.1	97*	1.3	nt	96*	11	82*
O=C(Nc1ccccc1OC(=O)N1CCCCC1)N1CCCCC1	-13	-2	-1.3	11	0.4	-0.34	-23	-0.8	-10
O=C1C2CCCN2C(c2ccc(Cl)c(Cl)c2)N1c1ccccn1 (stereo not given)	-2	-6	0.4	4	-0.6	-1.1	14	1.1	-14
CCOc1ccc(-c2cc(C(=O)N3CCC4(CC3)OCCO4)c3ccccc3n2)cc1	-10	1	-0.2	-12	-0.4	-1.6	-10	-4.3	0
CN(C)c1ccc(P(=S)(N(C)C)N(C)C)cc1	8	nt	nt	17	2.4	0.56	nt	1.1	2
CC(C(=O)c1c[nH]c2ccccc12)N1CCc2ccccc2C1 (stereo not given)	0	8	-1.4	9	-0.4	-0.006	8	-2.0	7
COc1cccc(-n2nc(C(=O)N3CCC4(CC3)OCCO4)c3ccccc3c2=O)c1	5	-1	-0.9	0	-0.2	-0.77	-23	-3.6	6
Cc1ccc2c(c1)CC1(CN2C)C(=O)NC(=O)N(c2ccc(C)c(C)c2)C1=O (stereo not given)	8	4	-1.2	10	-0.3	0.26	-11	-3.7	6
c1cncc(CNC2=NCCC2)c1	-11	-4	0.4	0	-0.9	-0.029	-7	-2.4	1
O=C(CCN1CCOCC1)NCC(=O)Nc1ccc(Br)cc1C(=O)c1ccccc1	-3	-2	0.4	10	0.1	0.61	-4	-2.2	-4
COc1ccc(N2CCN(CCCN)CC2)cc1	3	4	-0.4	9	0.0	0.63	-19	-1.6	2
O=C(COc1ccccc1)N1CCN(CC2CC3C=CC2C3)CC1 (stereo not given)	-6	-1	-0.2	14	0.2	0.16	-9	-1.4	3
CCCOC(=O)COc1cc(C)cc2oc(=O)c3c(c12)CCC3	-2	-3	-0.2	9	0.2	-0.21	-35	1.8	-7
COC(=O)c1ccccc1-n1c(C)nc2ccccc2c1=O	2	-1	-0.4	3	-0.1	1.4	nt	1.4	-4
Cc1ccc2c(c1)CC1(CN2C)C(=O)NC(=O)N(c2cccc(C)c2C)C1=O (stereo not given)	-1	-6	0.0	1	0.7	0.59	12	2.5	3
COc1ccc(CN2CC3CC(C2)c2cccc(=O)n2C3)cc1OC (stereo not given)	-6	-6	1.1	4	0.4	1.1	-23	0.3	-3
Fc1ccc2c(c1)nnn2C1CCN(Cc2ccccc2)CC1	11	6	-0.5	8	-1.4	-4.4*	7	-1.2	3
Cc1nc2ccccc2n1C1CCN(Cc2nnnn2CCc2ccccc2)CC1	17	-4	-0.1	21	-0.9	1.4	6	0.1	9
Cc1ccc(N2C(=O)NC(=O)C3(Cc4ccccc4N4CCN(c5ccccc5)CC43)C2=O)cc1 (stereo not given)	9	3	-0.8	13	0.3	0.43	3	-0.8	18
CCN1c2nc3ccccn3c(=O)c2CC2(C(=O)N(C)C(=O)N(C)C2=O)C1C (stereo not given)	-3	-1	-0.5	8	1.3	-1.4	-6	-4.5	0
CCOC(=O)N(C)c1ccc(C(O)(C(=O)OCC)C(F)(F)F)cc1 (stereo not given)	14	8	-1.1	26	0.4	0.032	0	-2.6	-3

Record cards (already shown). Order of values: HTR1E antagonist | Jurkat tox 60K | S1P3 ag | HEK293 NFkB inh | 5HT1E ag | D1 allo mod | S1P1 ag pot | HTR1A agonist | 5-HT1A blocker
`O=C(COc1ccccc1)N1CCN(CC2CC3C=CC2C3)CC1` (stereo not given) is listed as -6 | -1 | -0.2 | 14 | 0.2 | 0.16 | -9 | -1.4 | 3
`Cc1ccc(CS(=O)(=O)CCC(=O)N2CCC3(CC2)OCCO3)cc1` is listed as 5 | 5 | -0.7 | 10 | -1.1 | -0.81 | 8 | -1.9 | 8

Carrying on:
SMILES	HTR1E antagonist	Jurkat tox 60K	S1P3 ag	HEK293 NFkB inh	5HT1E ag	D1 allo mod	S1P1 ag pot	HTR1A agonist	5-HT1A blocker
COc1cccc(N2CCN(Cc3cccc(Cl)c3)CC2)c1	34*	2	-1.9	0	0.1	nt	-1	1.9	-9
Cn1c(O)c(C=NCCOc2ccc(Cl)cc2)c(=O)n(C)c1=O	30*	13	-1.4	9	0.7	2.5	-38	0.2	-19
COc1cc2c(cc1OC)-c1c(OC)c(OC)cc3c1C(C2)N(C)CC3 (stereo not given)	24	-4	0.3	32	25*	nt	-21	6.3	3
O=C(c1ccccc1)c1cn(CC(=O)N2CCCC2)c2ccccc12	-1	-4	0.2	20	-0.2	0.56	7	-0.7	0
COc1ccc2nc(NC(=O)CCc3nc(C4=CCN(C)CC4)no3)sc2c1	-6	-3	-2.0	15	0.6	-2.3	24	-1.4	26
O=C(Cc1ccccc1)OCCN1CCCCC1	-2	-5	-0.6	7	-1.7	-0.035	5	-1.4	-1
CCN(CC)CCN=Cc1c(O)n(CCC2=CCCCC2)c(=O)[nH]c1=O	7	-5	-0.3	11	0.1	3.7	-10	-4.0	-1
Cc1nonc1-c1nc(-c2nonc2N)n[nH]1	-4	5	0.0	12	-0.1	-0.45	-10	1.2	0
CN1C(=O)C(C2c3ccccc3C(=O)N2Cc2ccccc2)C(=O)N(C)C1=O (stereo not given)	-11	-6	-0.3	4	1.0	-0.43	-10	0.6	-7
COc1ccc(NC(=O)CN2C3CCC2CC(O)(c2cccnc2)C3)cc1OC (stereo not given)	8	13	-1.0	12	0.5	0.33	2	-0.6	0
O=c1c2ccccc2[se]n1-c1ccccc1	13	nt	-2.7	nt	-1.1	0.41	1	-1.9	nt
Cc1ccc(P(=S)(c2ccc(C)o2)N2CCOCC2)o1	6	5	0.2	23	-1.7	nt	12	-1.0	5
CN(C)CP(=O)(O)CN(C)C=O	2	1	-0.6	10	-0.2	-0.11	-7	-1.6	-4
O=C(C1c2ccccc2C(=O)N2CCc3ccccc3C12)N1CCC2(CC1)OCCO2 (stereo not given)	-3	1	0.0	2	-0.1	-0.092	1	-3.9	11
CCCCCn1c(N)c(C(=O)NCCN2CCOCC2)c2nc3ccccc3nc21	-2	-3	1.7	10	4.9	nt	-37	13	-4
CC12CN3CC(C)(CN(C1)C3c1cccs1)C2 (stereo not given)	-1	2	-0.9	3	-0.5	-1.2	2	-3.2	4
O=c1[nH]c(=O)n(C2CCCCCC2)c(O)c1C=NC1CCN(Cc2ccccc2)CC1	-17	-1	-0.8	1	0.7	0.67	-6	-0.8	-11
Nc1c(C(=O)OCC2CCCO2)c2nc3ccccc3nc2n1Cc1cccs1 (stereo not given)	8	0	-1.2	5	-0.1	1.1	-16	4.5	7
CC12CNCC(C)(CNC1)C2O (stereo not given)	0	4	-0.8	14	-0.4	-0.13	6	-1.3	1
O=C(c1cccc(N2CCCC2=O)c1)N1CCC2(CC1)OCCO2	-5	2	-0.4	18	-0.3	-0.47	-10	-1.3	-4
CC(N)C(=O)c1ccco1 (stereo not given)	5	-1	-0.7	10	0.3	-0.33	-2	-1.6	7
Nc1c(C(=O)NCc2ccco2)c2nc3ccccc3nc2n1Cc1ccc(F)cc1	-14	nt	12	nt	2.4	-0.0021	-64	16	nt
O=S1(=O)CC2(N3CCOCC3)CCCCCCC21 (stereo not given)	-7	nt	nt	7	-0.1	-0.22	nt	-4.0	-1
Cc1nc2cc(C(=O)N3CCC4(CC3)OCCO4)ccc2n1-c1ccc(Br)cc1	6	-7	-0.1	13	-0.1	-0.53	-22	-4.2	10
CC1(C)CC(=O)C(C=NCCN2CCN(C(=O)Cc3ccccc3)CC2)=C(O)C1	-10	-7	-0.6	16	-0.8	-0.34	-28	-0.2	-13
CC1(c2ccccc2)NCCN2C(=O)CSC21 (stereo not given)	-11	nt	-0.8	nt	4.2	nt	-5	-3.0	nt
CC(=NCCCO)c1c(O)n(Cc2ccccc2)c(=O)[nH]c1=O	-21	5	-0.8	12	-0.5	0.59	-3	-2.2	-10
CCOC(=O)C1=C(N)OC2=C(C(=O)CCC2)C12C(=O)Nc1ccccc12 (stereo not given)	17	3	-1.4	16	0.4	0.03	13	-1.9	13
CCCCn1c(O)c(C=NCCCN(CC)CC)c(=O)[nH]c1=O	-4	0	0.2	8	0.3	-0.77	-17	-4.0	6
CCN(CC)C(=O)c1ccc(NC(=O)CSc2nnnn2-c2cc(OC)ccc2OC)cc1	6	1	-0.8	-10	-0.3	-0.36	6	-1.0	-1
Cc1cc(C(=O)N2CCC3(CC2)OCCO3)cs1	4	9	-0.5	1	-1.0	-0.44	5	-1.2	2
C(#CCN1CCOCC1)COCC#Cc1ccccc1	-2	1	-1.0	8	-0.3	-0.17	-7	0.5	4
CN1C(=O)N(C)C(=O)C(CCc2ccccn2)(CCc2ccccn2)C1=O	2	-4	-0.8	8	0.5	1.6	-11	-5.4	3
